High-throughput results: PubChem, National Center for Advancing Translational Sciences (NCATS)
HEK293 tox: Cytotoxic Profiling in HEK 293 Cell Line of Diverse Libraries Using Quantitative High-Throughput Screening | 6.6% of 94,000 active | Potency, µM (series often up to 115 µM), for the others: top-dose activity change, negative = cytotoxicity, most hits filed as inhibitors | HEK 293 viability, ATP luminescence (CellTiter-Glo), 48-72 h | AID 1345083, 2018; also: potency is read from the fitted curve at half-maximal effect; nearly all actives have a fitted effect of over 60% in size
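HEK 293 seeded at 250 cells/well receive compound via pintool. After 48 or 72 hr at 37 degree Celsius, 5% CO2 and 95% humidity, CellTiter-Glo is dispensed and luminescence read following 10 min at room temperature.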
3T3 cytotox: Cytotoxic Profiling in NIH 3T3 Cell Line of Diverse Libraries Using Quantitative High-Throughput Screening; Potency, µM (series often up to 96.7 µM), for inactives: at the top dose activity change, negative = cytotoxicity, most hits filed as inhibitors; 4.3% of 94,000 active; NIH 3T3 viability, CellTiter-Glo ATP luminescence, 48-72 h; also: potency is read from the fitted curve at half-maximal effect; nearly all actives have a fitted effect of over 55% in size
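Cytotoxicity is measured as loss of cellular ATP: NIH 3T3 cells (400/well) are exposed to compound for 48 or 72 hr at 37 °C, then CellTiter-Glo luminescence is imaged after 10 min at room temperature.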
GPT2 inhibitor: Primary qHTS assay for inhibitors of Glutamate pyruvate transaminase 2 (GPT2) | AID 1671188, 2021 | Recombinant GPT2, coupled pyruvate oxidase/HRP Amplex Red fluorescence | 0.25% of 100,000 active | Potency, µM (doses to about 57.7 µM), inactives show at the highest dose activity change, negative = inhibition, most hits filed as inhibitors | Alanine aminotransferase 2 (Homo sapiens), Q8TD30; also: potency is read from the fitted curve at half-maximal effect; nearly all actives have a fitted effect of over 60% in size; many of its hits are not listed in these tables
Target sequence (Q8TD30 whole entry, looked up): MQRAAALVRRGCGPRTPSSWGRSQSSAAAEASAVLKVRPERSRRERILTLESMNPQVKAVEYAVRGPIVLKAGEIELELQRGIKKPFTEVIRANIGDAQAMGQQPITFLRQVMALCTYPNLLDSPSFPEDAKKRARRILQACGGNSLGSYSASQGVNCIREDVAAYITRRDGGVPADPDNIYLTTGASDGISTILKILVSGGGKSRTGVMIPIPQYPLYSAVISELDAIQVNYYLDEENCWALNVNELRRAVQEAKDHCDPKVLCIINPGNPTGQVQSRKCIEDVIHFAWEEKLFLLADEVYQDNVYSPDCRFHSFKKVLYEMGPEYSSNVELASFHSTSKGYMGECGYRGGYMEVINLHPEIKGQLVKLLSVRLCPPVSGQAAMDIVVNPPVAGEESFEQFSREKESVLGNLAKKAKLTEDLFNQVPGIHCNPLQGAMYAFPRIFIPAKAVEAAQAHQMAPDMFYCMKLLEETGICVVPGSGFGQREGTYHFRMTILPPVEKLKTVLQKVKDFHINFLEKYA
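Fluorescence read-out: pyruvate from GPT2 turnover coupled to pyruvate oxidase, HRP and Amplex Red (0.2mM ThPP, 0.2U/mL PO and HRP, 50uM Amplex final). Substrates 250uM a-KG, 2mM L-alanine; enzyme 10ng/uL; 30 min RT.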
FLuc inh: Firefly luciferase inhibition profiling of diverse chemical library using quantitative high-throughput screening. Luciferin 4-monooxygenase (Photinus pyralis), P08659. purified P. pyralis luciferase, luminescence, biochemical. Potency, µM (titrated, usually from 115 µM), for inactives: at the top dose activity change, negative = inhibition, actives largely listed as inhibitors. 2.5% of 76,000 active; also: potency is read from the fitted curve at half-maximal effect; nearly all actives have a fitted effect of over 65% in size
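Purified 10nM P. pyralis luciferase with 10uM D-luciferin and 10uM ATP in 50mM Tris acetate pH 7.5, 10mM Mg acetate, 0.01% Tween-20, 0.05% BSA. qHTS titration; luminescence read by CCD imager.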
IP6K1 inh: Primary qHTS assay for small molecule inhibitors of Inositol hexaphosphate kinase 1 (IP6K1); IP6K1 kinase, ADP-Glo luminescence, 2 h; stronger effect = lower value; activity change, % (series mostly up to about 58 µM); 0.81% of 140,000 active; in the data active = activity change below about -25%
Target sequence (Q92551 whole entry, looked up): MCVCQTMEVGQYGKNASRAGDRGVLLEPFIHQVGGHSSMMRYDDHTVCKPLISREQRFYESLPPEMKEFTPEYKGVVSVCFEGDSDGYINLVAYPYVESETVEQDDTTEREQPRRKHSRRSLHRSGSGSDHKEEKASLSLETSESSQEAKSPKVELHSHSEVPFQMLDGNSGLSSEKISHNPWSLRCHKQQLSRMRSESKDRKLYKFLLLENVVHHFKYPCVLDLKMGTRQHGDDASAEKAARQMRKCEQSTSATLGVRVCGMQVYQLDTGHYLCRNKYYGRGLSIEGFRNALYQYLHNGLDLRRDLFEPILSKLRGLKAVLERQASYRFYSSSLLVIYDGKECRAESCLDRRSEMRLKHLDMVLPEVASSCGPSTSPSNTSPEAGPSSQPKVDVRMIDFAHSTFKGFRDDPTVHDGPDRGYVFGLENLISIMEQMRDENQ
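ADP-Glo luminescence measures ADP made by human IP6K1 during a 2 h RT reaction with ATP/IP6 (mix at 1.3 mM/130 uM); top library doses 57.5 and 19.1 uM final.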
HEK293 viab: GF-AFC viability counterscreen for inhibitors of alpha-synuclein gene (SNCA) expression | HEK-293-SNCA-luc viability, GF-AFC fluorescence, 24 h | 0.12% of 150,000 active | AID 1671193, 2021 | Potency, µM (top dose mostly 57.1 µM), for the others: top-dose activity change, negative = cytotoxicity, most hits filed as cytotoxic;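 also: potency is read from the fitted curve at half-maximal effect; 0% = DMSO-treated cells and -100% = medium-only wells without cells; nearly all actives have a fitted effect of over 30% in size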
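HEK-293-SNCA-luc cells (1500/well) plated 24 h, then exposed 24 h to a dilution series; GF-AFC added 30 min at 37C, fluorescence 405/540 nm; normalised to medium-only and DMSO wells, Hill fit.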
SNCA expr inhib: Primary qHTS assay for inhibitors of alpha-synuclein gene (SNCA) expression; HEK-293 SNCA-luciferase knock-in, luminescence, 24 h; Potency, µM (doses to about 57.2 µM), for the others: at the top dose activity change, negative = inhibition, hits mostly inhibitors; 0.17% of 140,000 active; AID 1671194, 2021;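 also: potency is read from the fitted curve at half-maximal effect; plate controls were DMSO cells for no effect and cell-free wells for full effect; nearly all actives have a fitted effect of over 45% in size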
Active calls of the source: *; i = inactive; u = inconclusive; x = not tested or not shown; [ ] = dose if it differs, or a comment. Unless noted, calls follow the shape of the dose curve; as a rule, active = well fitted curve in the direction sought with a large enough effect; inconclusive = small, poorly fitted or top-dose-only effect, or another doubt; inactive = no such curve, though single readings can be large; an effect the other way counts as inactive or inconclusive. Unless noted, % is scaled to controls: 0 for no effect and ±100 for the full control effect.

Each structure is followed by: HEK293 tox	3T3 cytotox	GPT2 inhibitor	FLuc inh	IP6K1 inh	HEK293 viab	SNCA expr inhib
- C[C@@H]1C(=O)O[C@H](C)[C@H]1C[C@@H](O)[C@](C)(O)[C@H]1CC[C@@]2(O)C3=CC(=O)[C@@H]4C[C@@H](O)[C@@H](O)C[C@]4(C)C3CC[C@]12C (some centres undefined)
→ x	x	i	x	11	u	x
- COc1ccc(F)c(CN2CCCC(O)(CN3CCC(CO)CC3)C2=O)c1 (centres undefined)
→ 2%	4%	u	12%	9	1%	11%
- CN(C)[C@@H]1CO[C@H](CNC(=O)c2cccs2)[C@H]1O
→ 1%[230 µM]	0%[230 µM]	i	-5%[230 µM]	1	2%[87.6 µM]	3%[87.6 µM]
- COCCCn1c(C)cnc1C1CCNC1 (centres undefined)
→ i	0%	i	4%	-4	11%	33%[activator]
- Cc1cccc(Nc2nc3c(S(=O)(=O)c4ccc(Br)cc4)nnn3c3ccsc23)c1C
→ x	x	x	x	-17	8%	16%
- CC(=O)N1CCN2C(=O)N([C@@H](C)c3ccccc3)C(=O)[C@@H]2C1
→ -15%[172 µM]	-21%[174 µM]	2%[88.5 µM]	-2%[172 µM]	4	10%[87.6 µM]	18%[87.6 µM]
- COC(=O)c1ccc2c(c1)nc1n2[C@@H](CNCc2ccc(F)c(F)c2)COC1
→ u	u	3%[88.5 µM]	-1%[172 µM]	-10	7%[87.6 µM]	-9%[87.6 µM]
- CCOCC(=O)N1CCC(Nc2nccnc2OC)CC1
→ -28%	1%	i	9%	-12	2%	-3%
- COc1cc(C(=O)Nc2ccccc2-c2nc(-c3ccc(C)cc3)no2)cc(OC)c1OC
→ x	x	x	x	24	-4%	5%
- O=C1NCCCCCN(S(=O)(=O)c2ccc3c(c2)OCCO3)[C@H]2CCC[C@@H]12
→ -22%	-13%	i	3%	-11	-16%	38%[activator]
- CCOc1ccc(S(=O)(=O)Nc2ccc3c(c2)c(C(C)=O)c(C)n3S(=O)(=O)c2ccc(OCC)cc2)cc1
→ x	x	x	x	20	-7%	-2%
- O=C(Nc1cccc(Cl)c1)c1ccc2nc(Cc3ccccc3)oc2c1
→ x	x	x	x	-9	u	1%
- COc1ccc(NC(=O)c2ccc3c(c2)N(C)C2CCCCCN2C3=O)cc1OC (centres undefined)
→ u	u	i	-26%	5	7%[12.5 µM]	-3%
- CC(C)C(=O)N1CCCC1c1nc(CCOCC2CC2)no1 (centres undefined)
→ -12%	-11%	i	x	6	7%	-12%
- COc1cccc(N2C(=O)NC(=NC3CCCCC3)C23CCN(C(C)=O)C3)c1 (centres undefined)
→ 1%	-11%	i	5%	-3	-7%	-28%
- COc1ccc(-c2cc3c(ccn3C)c(C(=O)NCCc3cnc[nH]3)n2)cn1
→ u	25µM*	-7%[88.5 µM]	-20%[172 µM]	-9	-14%[87.6 µM]	-10%[87.6 µM]
- COc1cccc(-c2nc(N3CCOCC3)cc3c2CN(CC2CC2)C3=O)c1
→ u	u	-12%[88.5 µM]	0%[172 µM]	8	4%[87.6 µM]	15%[87.6 µM]
- Cc1ncc(CO)c2c1Oc1nc(-c3ccc(F)cc3)nc(SCc3ccc(F)cc3Cl)c1C2
→ x	x	x	x	-15	-1%	-20%
- COc1cc(NC(=O)Cn2c(C)cc3nc4n(c(=O)c32)CCCC4)cc(OC)c1
→ -7%	-12%	i	0%	17	-2%	-3%
- COc1ccc(-c2nc(SCC(=O)Nc3ccc4c(c3)OCO4)c(-c3ccc(OC)cc3)[nH]2)cc1
→ x	x	x	x	-7	u	u
- Cc1noc(-c2ccc(OC3CN(C(=O)c4cccc5[nH]ccc45)C3)cc2)n1
→ u	u	-6%	35µM*	4	-17%	61%[activator]
- COc1ccc(Cc2nnc3ccc(C(=O)NCC(F)(F)F)cn23)cc1
→ 2%	-23%	i	x	5	0%	12%
- O=C(CN1C(=O)C2(SCC(=O)N2c2ccc(F)c(F)c2)c2ccccc21)Nc1cccc(Cl)c1 (centres undefined)
→ x	x	x	x	19	-27%	u
- CN(C)C(=O)c1ccn2cncc2c1
→ -2%[230 µM]	-17%[174 µM]	i	-4%[230 µM]	5	8%[87.6 µM]	-18%[87.6 µM]
- O=C(c1c(OCC2CC2)cc(=O)n2c1CCOCC2)N1CCOCC1
→ 0%	-17%	i	-3%	5	0%	-3%
- Cc1ccccc1CN1c2ccccc2-c2nc(SCC(N)=O)ncc2S1(=O)=O
→ x	x	x	x	16	-7%	8%
- Cc1ccccc1-c1noc(-c2ccc(NC(C)c3cnn(C)c3)nc2)n1 (centres undefined)
→ 32µM*	45µM*	-9%	0.32µM*	25	u	u
- Cn1ncc2c(C(=O)N3CCC(C#N)CC3)cc(-c3cccnc3)nc21
→ -1%	u	2%	x	4	2%	-1%
- CCOC(=O)CNC(=O)N1CCN(c2nnc(C)c3c(C)n(-c4ccc(Cl)cc4)nc23)CC1
→ x	x	x	x	-2	4%	8%
- Cc1ccc(Nc2ccnc(N3CCC(C(=O)NCC(F)(F)F)CC3)n2)cc1
→ u	u	-9%	x	-7	6%[12.5 µM]	19%

An excerpt from above, showing only HEK293 tox and 3T3 cytotox:
smiles | HEK293 tox | 3T3 cytotox
Cc1noc(-c2ccc(OC3CN(C(=O)c4cccc5[nH]ccc45)C3)cc2)n1 | u | u
COCCCn1c(C)cnc1C1CCNC1 (centres undefined) | i | 0%
COc1ccc(NC(=O)c2ccc3c(c2)N(C)C2CCCCCN2C3=O)cc1OC (centres undefined) | u | u
COc1cc(NC(=O)Cn2c(C)cc3nc4n(c(=O)c32)CCCC4)cc(OC)c1 | -7% | -12%

Continued.
Each structure is followed by: HEK293 tox	3T3 cytotox	GPT2 inhibitor	FLuc inh	IP6K1 inh	HEK293 viab	SNCA expr inhib
- CS(=O)(=O)CC[C@@H](C(=O)NCCc1ccccc1)N1Cc2ccccc2C1=O
→ x	x	x	x	2	-8%	28%
- CCn1c(CN2CCN(c3cccc(Cl)c3)CC2)nc2c1c(=O)[nH]c(=O)n2C
→ x	x	x	x	-7	-12%	-2%
- O=C1[C@H]2CN(Cc3cccc(Cl)c3F)C[C@H]2C(=O)N1Cc1ccc2c(c1)OCO2
→ u	u	-1%	4%	-3	24%	u
- O=C(c1ccc2nnc(-c3cncc(Cl)c3)n2c1)N1CCOCC1
→ -3%	-19%	i	x	16	-17%	-12%
- O=C1NCCOCCN(C(=O)Cc2cccc(F)c2)[C@H]2CCC[C@@H]12
→ -9%	-7%	i	-13%	4	7%	14%
- Cc1cc(C)c(NC(=O)CSc2nncn3c2cc2oc(C)cc23)c(C)c1
→ x	x	x	x	-1	1%	-7%
- O=C(c1ccoc1)N1CCC(c2nc(C3CCOCC3)no2)C1 (centres undefined)
→ 42%	i	i	3%	0	1%	12%
- CC(=O)N1CCCc2cc(S(=O)(=O)N3CCCC(C(=O)NCc4ccccc4Cl)C3)ccc21 (centres undefined)
→ x	x	x	x	-3	11%	-7%
- COC(=O)N1CCc2nc(-c3ccc(Cl)cc3)nc(-c3ccccc3)c2C1
→ i	i	1%	u	-1	u	16%
- Cc1ccc2nc(-c3ccc(Cl)c(NC(=O)c4cccc([N+](=O)[O-])c4C)c3)oc2c1
→ x	x	x	x	0	6%	91%[activator]
- O=C(C1CC(=O)N(C2CC2)C1)N1CCC(Oc2cccnc2)CC1 (centres undefined)
→ -1%	-4%	i	11%	-10	-4%	u
- COc1cccc(OC)c1-c1cc(C(=O)N[C@@H](CC(C)C)C(=O)O)nn1-c1ccnc2cc(Cl)ccc12
→ x	x	i	x	25	-11%	x
- CSc1cccc(NC(=O)Cn2nc(C)c3sc4ccccc4c3c2=O)c1
→ x	x	x	x	14	2%	10%
- CCOCCCNC(=O)N1CCN(S(=O)(=O)c2ccc3c(ccn3C)c2)CC1
→ x	x	x	x	19	-6%	-4%
- O=C(N1C[C@@H](CO)[C@H](c2ccccn2)C1)C1(c2ccccc2)CCCC1
→ -22%	-6%	i	3%	0	11%	1%
- O=C(N[C@@H]1C[C@H](Cn2cc(-c3cccnc3)nn2)[C@@H](O)[C@H]1O)c1ccccc1
→ 5%	i	1%	-1%	0	-10%	24%
- COC[C@H]1CCCN1C(=O)C(C)[C@@H]1CC[C@@]2(C)CC[C@H](NC(C)=O)[C@@H](C)[C@@H]2[C@H]1O (some centres undefined)
→ -7%[172 µM]	-19%[138 µM]	i	-2%[172 µM]	14	1%[87.6 µM]	-9%[87.6 µM]
- Cc1ccc(C)c(NC(=O)CSc2nnc(NC(=O)Nc3ccccc3)s2)c1
→ x	x	x	x	2	3%	-11%
- Cc1noc(C)c1[S+](=O)([O-])N1CCC(c2nnc3n2C(C(=O)O)CC3)CC1 (centres undefined)
→ i	i	-5%	x	1	3%	u
- C[C@@H]1CN(C(=O)C2CCS(=O)(=O)CC2)C[C@]1(C)O
→ i	-6%	i	-10%	1	6%	18%
- Cc1cc(C(C)(C)C)cc(C)c1CC1=NCCN1
→ x	x	u	x	8	-5%	3%

A draw from above in order of formula weight, largest number first:
Each structure is followed by: HEK293 tox	3T3 cytotox	GPT2 inhibitor	FLuc inh	IP6K1 inh	HEK293 viab	SNCA expr inhib
- Cc1ccc(C)c(NC(=O)CSc2nnc(NC(=O)Nc3ccccc3)s2)c1
→ x	x	x	x	2	3%	-11%
- Cc1noc(C)c1[S+](=O)([O-])N1CCC(c2nnc3n2C(C(=O)O)CC3)CC1 (centres undefined)
→ i	i	-5%	x	1	3%	u
- C[C@@H]1CN(C(=O)C2CCS(=O)(=O)CC2)C[C@]1(C)O
→ i	-6%	i	-10%	1	6%	18%
- Cc1cc(C(C)(C)C)cc(C)c1CC1=NCCN1
→ x	x	u	x	8	-5%	3%
